Pol iota inh: qHTS for Inhibitors of Polymerase Iota; Pol iota fluorescent replication assay, 10 min; Potency, µM (titrated, usually from 115 µM), without a hit: at the highest dose activity, negative = inhibition, hits mostly inhibitors; 390,000 tested, 1% active
Target sequence (Q9UNA4 whole entry, looked up): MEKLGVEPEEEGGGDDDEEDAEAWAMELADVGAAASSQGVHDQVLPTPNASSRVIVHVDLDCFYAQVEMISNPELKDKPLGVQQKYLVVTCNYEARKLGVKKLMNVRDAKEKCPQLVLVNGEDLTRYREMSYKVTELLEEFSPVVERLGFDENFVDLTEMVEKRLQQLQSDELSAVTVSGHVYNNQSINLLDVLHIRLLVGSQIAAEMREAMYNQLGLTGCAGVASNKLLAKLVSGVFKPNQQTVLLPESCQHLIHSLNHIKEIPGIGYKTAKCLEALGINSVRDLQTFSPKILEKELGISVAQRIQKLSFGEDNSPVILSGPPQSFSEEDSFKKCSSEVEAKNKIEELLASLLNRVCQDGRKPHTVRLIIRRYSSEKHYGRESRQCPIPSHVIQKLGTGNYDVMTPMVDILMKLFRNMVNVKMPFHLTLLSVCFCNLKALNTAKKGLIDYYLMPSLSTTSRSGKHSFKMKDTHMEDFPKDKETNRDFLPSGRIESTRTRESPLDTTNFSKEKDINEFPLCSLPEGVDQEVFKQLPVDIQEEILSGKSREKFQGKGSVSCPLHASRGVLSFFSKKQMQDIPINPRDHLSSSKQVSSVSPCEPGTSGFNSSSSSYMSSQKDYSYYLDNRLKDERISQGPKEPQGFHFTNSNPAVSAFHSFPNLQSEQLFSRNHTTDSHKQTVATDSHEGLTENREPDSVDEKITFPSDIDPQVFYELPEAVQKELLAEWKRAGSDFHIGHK
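Fluorescent replication assay read twice, at 0 min and 10 min after adding 50 nM (final) substrate. Enzyme (10 nM) and compounds were first incubated 15 min at room temperature; enzyme-free buffer wells were negative controls.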
JMJD2A Tudor inh: qHTS Assay for Inhibitors of JMJD2A-Tudor Domain | AlphaScreen JMJD2A-Tudor / H3K4me3 peptide binding | Potency, µM (doses to about 114 µM), for the others: at the top dose activity change, negative = inhibition, hits mostly inhibitors | 390,000 tested, 4.4% active; note: % is set by controls: 0 for no effect and ±100 for the full control effect; nearly all actives have a fitted effect of over 50% in size
BAZ2B inh: qHTS Assay for Inhibitors of BAZ2B | AlphaScreen BAZ2B-H3K14Ac peptide displacement | Potency, µM (series often up to 114 µM), inactives show at the top dose activity change, negative = inhibition, hits mostly inhibitors | AID 504333, 2011 | 360,000 tested, 4.4% active; note: % is set by controls: 0 for no effect and ±100 for the full control effect; nearly all actives have a fitted effect of over 60% in size
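AlphaScreen displacement of biotin-H3(5-23)K14Ac peptide (50 nM final) from BAZ2B (50 nM final) in PBS pH 7.4, 0.01% Tween-20; complex preformed 30 min RT, then compounds (top 110 uM) 30 min RT, beads 20 min dark.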
G9a inh: qHTS Assay for Inhibitors of Histone Lysine Methyltransferase G9a; 350,000 tested, 8.8% active; Potency, µM (doses to about 102 µM), for inactives: at the highest dose activity, negative = inhibition, usual class: inhibitors; G9a H3K9 monomethylation, AlphaScreen, 2 h; AID 504332, 2011; note: % is set by controls: 0 for no effect and ±100 for the full control effect; nearly all actives have a fitted effect of over 75% in size
Target sequence (Q96KQ7 913-1193 limits assumed): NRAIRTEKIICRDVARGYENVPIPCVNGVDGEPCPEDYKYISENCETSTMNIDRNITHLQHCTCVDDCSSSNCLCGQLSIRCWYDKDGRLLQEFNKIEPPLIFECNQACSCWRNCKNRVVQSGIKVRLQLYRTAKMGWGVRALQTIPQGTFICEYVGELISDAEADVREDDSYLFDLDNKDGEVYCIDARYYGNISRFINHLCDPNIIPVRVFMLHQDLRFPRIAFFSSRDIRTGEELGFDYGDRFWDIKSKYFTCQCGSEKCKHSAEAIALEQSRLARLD
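G9a (20 nM) preincubated 15 min RT with compounds, then 500 nM biotinylated H3K9 peptide and 20 uM SAM added; 2 h RT reaction. Monomethyl-H3K9 product detected by AlphaScreen with anti-H3K9me1 antibody, streptavidin donor and anti-rabbit IgG acceptor beads.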
APEX1 inh: qHTS Assay for Inhibitors of the Human Apurinic/apyrimidinic Endonuclease 1 (APE1) | AID 2517, 2012 | recombinant APE1, TAMRA/BHQ-2 abasic DNA cleavage fluorescence | Potency, µM (top dose mostly 65.8 µM), inactives show top-dose activity change, negative = inhibition, hits mostly inhibitors | 350,000 tested, 0.35% active | DNA repair nuclease/redox regulator APEX1 (Homo sapiens), P27695;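 note: plate controls were vehicle for no effect and reference inhibitor for full effect; nearly all actives have a fitted effect of over 55% in size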
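Activity was derived from the fluorescence gain between first and third kinetic reads (60 s intervals, ex 525/em 598 nm) after 50 nM THF-abasic TAMRA/BHQ-2 duplex was added to 0.75 nM APE1 preincubated 15 min with compound.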
BLM inh: qHTS Assay for Inhibitors of Bloom's syndrome helicase (BLM) | 350,000 tested, 0.2% active | recombinant BLM DNA unwinding, fluorescence dequenching | Potency, µM (top dose mostly 56.1 µM), without a hit: at the top dose activity change, negative = inhibition, usual class: inhibitors | AID 2528, 2010 | RecQ-like DNA helicase BLM (Homo sapiens), P54132;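 note: plate controls were vehicle for no effect and no enzyme for full effect; nearly all actives have a fitted effect of over 35% in size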
POLB inh: qHTS Assay for Inhibitors of DNA Polymerase Beta | P06746 | Pol beta primer extension/strand displacement, fluorescence kinetic | Potency, µM (titrated, usually from 114 µM), without a hit: at the top dose activity change, negative = inhibition, actives largely listed as inhibitors | 340,000 tested, 1.3% active; note: % is set by controls: 0 for no effect and ±100 for the full control effect
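Values derive from four-parameter Hill fits of normalized kinetic data: reads at 0 and 10 min following addition of 50 nM substrate to 10 nM Pol beta preincubated 15 min with compound.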
Pol kappa inh: qHTS for Inhibitors of Polymerase Kappa; DNA polymerase kappa (Homo sapiens), Q9UBT6; purified Pol kappa, fluorescent DNA synthesis assay, 10 min; Potency, µM (titrated, usually from 107 µM), for the others: top-dose activity, negative = inhibition, most hits filed as inhibitors; 400,000 tested, 0.53% active; AID 588579, 2011; note: % is set by controls: 0 for no effect and ±100 for the full control effect
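50 nM final substrate added after 15 min RT preincubation of 10 nM Pol kappa with compound; fluorescence read at 0 and 10 min.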
Pol eta inh: qHTS for Inhibitors of Polymerase Eta; DNA polymerase eta (Homo sapiens), Q9Y253; recombinant Pol eta, fluorescent DNA replication assay; Potency, µM (doses to about 114 µM), without a hit: top-dose activity change, negative = inhibition, usual class: inhibitors; 390,000 tested, 1.2% active; AID 588591, 2011; note: % is set by controls: 0 for no effect and ±100 for the full control effect
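Fluorescent replication assay: 50 nM final substrate added after a 15 min room-temperature compound preincubation with 10 nM enzyme. Signal taken at 0 min and again at 10 min.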
Numbers without * were called inactive; ? = inconclusive; · = not tested or not shown; & = joins results of further samples; [ ] = another dose, or the depositor's remark. Calls come from the whole dose curve; as a rule, active = well fitted curve in the direction sought with a large enough effect; inconclusive = small, poorly fitted or top-dose-only effect, or another doubt; inactive = no such curve, though single readings can be large; an effect the other way counts as inactive or inconclusive. Potency is the fitted concentration of half-maximal effect.

SMILES	Pol iota inh	JMJD2A Tudor inh	BAZ2B inh	G9a inh	APEX1 inh	BLM inh	POLB inh	Pol kappa inh	Pol eta inh
CCCn1c(=N)c(C(=O)NC(C)c2ccccc2)cc2c(=O)n3ccccc3nc21 (configuration not stated)	4.0%	3.0%	-5.5%	-2.3%[59 µM]	·	1.5%	?	-3.0%[60.1 µM]	-7.5%
CCOC(=O)c1cnc(SCc2nc(N)nc(Nc3ccc(C)cc3)n2)nc1N	6.7%	-15.1%[11.4 µM]	-10.9%	17.8µM*	18.7%	-7.2%	1.4%	-13.3%	-10.8%
Cc1cc(Nc2ccc(F)cc2Cl)n2ncnc2n1	6.9%	-7.7%	6.4%	?	-4.3%	3.0%	11.6%	-7.7%	-14.2%
CCOc1cccc(C(=O)N(Cc2ccc(C)o2)C2CCS(=O)(=O)C2)c1 (configuration not stated)	-20.5%	-30.2%	-21.1%	-17.0%[59 µM]	·	0.1%	24.5%	-16.8%	·
COc1ccc2nc(NC(=O)CSc3nccc(C)n3)sc2c1	-3.3%	-21.3%	-32.0%	34.3%[12.7 µM]	-3.1%	-0.2%	3.7%	0.8%	0.7%
CCn1cc(C(=O)NC2CCc3ccccc32)c(=O)c2ccc(C)nc21 (configuration not stated)	·	·	7.9%	7.3%[59 µM]	1.8%	-1.8%	-1.7%	·	·
Cc1ccccc1NC(=O)CSc1nc2c(c(=O)n(C)c(=O)n2C)n1C	128.3%[activator]	-7.4%	-13.8%	70.8µM*	47.6%[activator]	-0.5%	-9.9%	1.3%	-15.1%
Cc1ccc(C)c(NC(=O)CSc2n[nH]c(-c3ccccn3)n2)c1	2.1%	1.26µM*	4.47µM*	61.0%[activator]	6.9%	0.2%	41.2%	-5.1%	-17.3%
Oc1c(CN2CCOCC2)cc(CN2CCOCC2)c(O)c1O	?	11.2µM*	·	·	·	·	·	?	?
O=C(Cn1nc(-c2ccccc2)c2ccccc2c1=O)NCC1CCCO1 (configuration not stated)	1.4%	10.7%	4.9%	-6.2%	15.5%	-3.5%	8.9%	4.8%	-3.0%
CCC(C(=O)Nc1ccc(C(C)=O)cc1)n1cnc2nc3c(cc2c1=O)CCCC3 (configuration not stated)	27.6%	1.0%	1.7%	0.9%[59 µM]	·	0.4%	22.7%	-8.4%[60.1 µM]	1.1%
Oc1ccccc1C(Nc1nccs1)c1ccc2cccnc2c1O (configuration not stated)	27.8%	35.5µM*	28.2µM*	·	-6.4%	-18.1%	?	-4.1%	-2.8%
Cc1[nH]ccc(=O)c1Oc1ncc(C(F)(F)F)cc1Cl	-3.3%	-15.3%	-10.1%	56.2µM*	0.9%	1.1%	-0.9%	6.5%	-13.0%
Cc1cccc(C2=NN(c3ccccc3)[C@@H](C(=O)N3CCOC3=O)[C@@H]2c2ccc([N+](=O)[O-])cc2)c1	0.2%	?	·	?	-28.6%&-5.4%	-10.1%[75.6 µM]	·	-6.8%	-23.3%
N#Cc1ccccc1COC(=O)c1ccc2c(c1)OCCO2	-21.3%	35.4%	30.8%	61.1%[activator]	-1.4%	·	·	-10.0%	-9.6%
COc1ccccc1NC(=O)C1=C(C)Nc2nc(SCc3ccccc3F)nn2C1c1cccnc1 (configuration not stated)	-6.0%	-10.2%	-28.8%	-11.8%[59 µM]	·	-10.7%	9.4%	1.4%	-4.9%
CC(=O)N1CCN(c2ccc(NCc3ccc(C)cc3)cc2)CC1	58.6%[activator]	?	44.7µM*	12.6µM*	1.5%	-3.7%	18.2%	-18.0%	0.8%
Cc1c(C(=O)N(Cc2ccc(F)cc2)C2CCS(=O)(=O)C2)oc2ccccc12 (configuration not stated)	58.5%[activator]	-33.1%	?	14.3%	-6.8%	-4.0%	0.6%	-1.0%	-21.9%
CCOC(=O)N1CCN(C(=O)c2ccc3nc(SCc4ccc(F)cc4)n(C)c3c2)CC1	3.6%	-18.7%	-1.7%	10.8%	2.4%	-4.1%	21.7%	-8.4%	0.6%
CCCCOc1ccc(SCCCN2CCOCC2)cc1	14.4%	-20.8%	·	·	·	·	·	-19.8%	-6.0%
CCOc1ccc(N2C(=O)CC(N3CCN(c4ccc(Cl)cc4)CC3)C2=O)cc1 (configuration not stated)	13.5%	-9.0%	4.2%	·	0.2%	1.5%	34.2%	9.0%	5.3%
CCSCc1nc2ccccn2c1Br	18.1%	-11.6%	?	12.6µM*	?	-3.8%	-0.3%	10.7%	-16.4%
CCc1nnc(NC(=O)CSc2nnc(-c3ccoc3C)n2-c2ccccc2)s1	17.3%	-23.2%	-30.2%	-11.0%	?	-1.1%	26.2%	-2.6%	-4.8%
CCOc1ccccc1NC(=O)c1cnc(N2CCOCC2)c2ccccc12	-12.0%	5.2%	4.5%	4.0%[59 µM]	·	-4.2%	-1.1%	1.4%[60.1 µM]	-17.6%
CCN(CC)c1cc2c(cc1F)c(=O)c(S(=O)(=O)c1ccc(OC)cc1)cn2Cc1ccccc1	-8.0%	-1.7%	1.0%	-13.1%[59 µM]	·	-4.3%	-3.9%	-6.9%	-2.0%
Cc1cc(Br)ccc1OCCn1ccnc1	7.7%	4.47µM*	50.1µM*	31.6µM*	-1.8%	1.0%	11.2%	2.4%	-0.9%
O=C(CCN1C(=O)/C(=C/c2ccccc2Cl)SC1=S)NCCCN1CCOCC1	?	?	?	?	60.6%[activator]	0.9%	1.2%	11.8%	-13.4%
Cc1cccc(OCc2ccc(C(=O)N3CCOCC3)o2)c1	48.7%[activator]	-2.1%	-1.2%	27.8%[59 µM]	?	1.2%	12.5%	-3.2%	?
CCOC(=O)C1(Cc2ccc(OC)cc2)CCN(C(=O)c2sc(C)nc2C)CC1	-11.9%	-3.4%	2.4%	?	-3.9%	-6.7%	-7.5%	3.9%	-12.3%
CCc1ccc(NC(=O)c2ccc(Cn3nc(N4CCN(c5ccccc5)CC4)ccc3=O)o2)cc1	?	?	50.1µM*	?	·	-19.1%	?	-26.8%	20µM*
COc1cc(CCC(=O)NNC(=O)c2cccc(Cl)c2)cc(OC)c1OC	16.5%	2.7%	5.7%	18.5%	14.2%	0.2%	96.1%	8.2%	-13.6%
Cc1ccc(O)c(C(=O)c2cnn(-c3ccc(S(=O)(=O)N4CCOCC4)cc3[N+](=O)[O-])c2)c1	23.4%	-21.9%	-7.5%	6.1%[59 µM]	-2.0%	-9.2%	27.7%	-12.0%	-15.4%
CCCc1cc(=O)[nH]c(SCC(=O)NC2CC2)n1	11.5%	0.0%	·	·	45.2%	·	·	-6.8%	1.8%
CCOc1ccc(NC(=O)c2oc3ccccc3c2NC(=O)CC)cc1	·	·	-6.9%	2.0%[12.7 µM]	-1.2%	-2.5%	30.9%	·	·
COc1ccc(C(=O)Nc2cccc(-c3ccc4nncn4n3)c2)cc1OC	40.1%[activator]	2.8%	-4.3%	?	0.4%	-2.2%	31.7%	3.9%	-5.6%
Cc1ccc(C)c(Cn2cnc3c(cnn3C(C)(C)C)c2=O)c1	-7.9%	6.2%	?	·	-4.3%	-2.1%	-1.3%	-14.1%	-10.4%
Cn1nc(C(=O)N2CCN(c3ccccn3)CC2)c2ccccc2c1=O	-6.7%	-8.3%	3.4%	-1.5%	8.6%	·	·	-4.8%	-13.4%
Nc1nnc(SCc2ccc3c(c2)OCO3)s1	11.7%	-0.3%	-3.8%	-26.8%[59 µM]	4.6%	-7.7%	25.3%	-1.6%	15.0%
O=C(CCN1CCN(C/C=C/c2ccccc2)CC1)Nc1cccc(F)c1	-8.2%	-16.4%	-10.3%	-7.7%	-2.8%	2.6%	0.1%	-12.1%	-12.8%
O=C(COC(=O)c1cccc(S(=O)(=O)N2CCCCC2)c1)NC1CCCc2ccccc21 (configuration not stated)	4.1%	-12.4%[57.1 µM]	-6.1%	4.3%	-0.3%	-7.3%	1.1%	-14.4%	-13.4%

Looked up one by one from the list above:
SMILES	Pol iota inh	JMJD2A Tudor inh	BAZ2B inh	G9a inh	APEX1 inh	BLM inh	POLB inh	Pol kappa inh	Pol eta inh
O=C(COC(=O)c1cccc(S(=O)(=O)N2CCCCC2)c1)NC1CCCc2ccccc21 (configuration not stated)	4.1%	-12.4%[57.1 µM]	-6.1%	4.3%	-0.3%	-7.3%	1.1%	-14.4%	-13.4%
Cc1ccc(C)c(Cn2cnc3c(cnn3C(C)(C)C)c2=O)c1	-7.9%	6.2%	?	·	-4.3%	-2.1%	-1.3%	-14.1%	-10.4%
O=C(CCN1CCN(C/C=C/c2ccccc2)CC1)Nc1cccc(F)c1	-8.2%	-16.4%	-10.3%	-7.7%	-2.8%	2.6%	0.1%	-12.1%	-12.8%
COc1ccc(C(=O)Nc2cccc(-c3ccc4nncn4n3)c2)cc1OC	40.1%[activator]	2.8%	-4.3%	?	0.4%	-2.2%	31.7%	3.9%	-5.6%
COc1cc(CCC(=O)NNC(=O)c2cccc(Cl)c2)cc(OC)c1OC	16.5%	2.7%	5.7%	18.5%	14.2%	0.2%	96.1%	8.2%	-13.6%

New compounds follow.
SMILES	Pol iota inh	JMJD2A Tudor inh	BAZ2B inh	G9a inh	APEX1 inh	BLM inh	POLB inh	Pol kappa inh	Pol eta inh
O=C(OCC(=O)N1CCCC1)c1ccc(O)cc1	12.9%	8.1%	-17.9%	8.0%	30.6%	-0.5%	4.6%	-9.1%	-10.1%
COc1cc(-c2cc(=O)c3c(O)c(OC)c(OC)c(O)c3o2)ccc1O	?	-34.7%	?	-1.5%[12.7 µM]	?	-8.6%	7.08µM*	25.1µM*	7.08µM*
O=Nc1c2cc3ccccc3[nH]c-2c2ccccc12	91.9%[activator]	-22.6%	·	·	·	·	·	-17.8%	?
O=C(Nc1ccccc1)c1ccc(NCc2cccnc2)c(S(=O)(=O)N2CCOCC2)c1	14.5%	3.5%	12.2%	-29.0%[12.7 µM]	0.9%	-2.5%	0.1%	-6.2%	5.7%
CN(Cc1ccc(C(C)(C)C)cc1)C(=O)c1ccc2c(=O)n3c(nc2c1)CCC3	-2.4%	-10.3%	7.6%	2.3%	-5.2%	·	·	-7.5%	-19.3%
O=C(NCc1n[nH]c(=S)n1-c1ccccc1Cl)c1ccc(S(=O)(=O)N2CCCCC2)cc1	1.6%	-32.4%	4.1%	10µM*	57.0%	6.0%	0.5%	2.0%	-11.3%

This is a subset. The share of hits here may be higher or lower than overall.
